N370S GC mod – inhibits or activates N370S mutant glucocerebrosidase | N370S GC spleen homogenate, 4MU-glucoside fluorescence | AID 2101 | 330,000 tested, 0.092% active | Potency, µM (titrated, usually from 59.4 µM), inactives show top-dose activity change, negative = inhibition, usual class: inhibitors;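 also: 0% = full enzyme activity and -100% = no enzyme basal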
FEN1 inhibitor – inhibitors of human flap endonuclease 1; P39748; Potency, µM (highest dose often 114 µM), for inactives: at the top dose activity change, negative = inhibition, most hits filed as inhibitors; 390,000 tested, 0.35% active; AID 588795; Recombinant FEN1 flap cleavage, fluorescence, 15 min; also: nearly all actives have a fitted effect of over 65% in size
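Quantitative HTS format: each compound was titrated, incubated with 10 nM nuclease for 15 min at room temperature, then challenged with flap substrate at 50 nM final. Signal change over 15 min gave concentration–effect curves.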
GCN5L2 inh – blocks human GCN5L2 histone acetyltransferase; 390,000 tested, 0.21% active; AID 504327; Q92830; GCN5L2 HAT assay, ThioGlo1 CoA-SH fluorescence; Potency, µM (series often up to 58.9 µM), for the others: top-dose activity change, negative = inhibition, usual class: inhibitors
Target sequence (Q92830 whole entry, looked up): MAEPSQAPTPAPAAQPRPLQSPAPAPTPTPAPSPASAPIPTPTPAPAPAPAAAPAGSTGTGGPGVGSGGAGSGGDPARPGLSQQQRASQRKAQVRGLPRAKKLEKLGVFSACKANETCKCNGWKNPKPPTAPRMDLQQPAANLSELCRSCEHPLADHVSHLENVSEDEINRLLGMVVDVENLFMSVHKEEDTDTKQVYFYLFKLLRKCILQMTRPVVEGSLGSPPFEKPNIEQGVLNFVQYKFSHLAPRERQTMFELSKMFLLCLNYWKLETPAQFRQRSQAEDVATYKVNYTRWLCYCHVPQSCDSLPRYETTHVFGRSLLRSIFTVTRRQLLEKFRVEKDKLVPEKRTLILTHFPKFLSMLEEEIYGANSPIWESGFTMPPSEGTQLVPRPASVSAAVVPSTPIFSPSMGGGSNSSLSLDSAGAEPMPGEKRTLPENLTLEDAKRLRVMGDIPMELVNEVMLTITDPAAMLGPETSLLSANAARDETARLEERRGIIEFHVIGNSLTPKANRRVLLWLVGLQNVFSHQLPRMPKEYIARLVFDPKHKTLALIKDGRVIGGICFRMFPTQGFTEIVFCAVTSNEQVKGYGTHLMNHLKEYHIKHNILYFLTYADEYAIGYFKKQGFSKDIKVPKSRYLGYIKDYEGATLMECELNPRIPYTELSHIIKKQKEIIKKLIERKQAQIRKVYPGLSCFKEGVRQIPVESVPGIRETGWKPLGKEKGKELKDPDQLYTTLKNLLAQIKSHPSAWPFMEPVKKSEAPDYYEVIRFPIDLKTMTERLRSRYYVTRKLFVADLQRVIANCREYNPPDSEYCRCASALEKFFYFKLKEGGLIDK
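GCN5L2 (20nM final) in 50mM HEPES, 0.1mM EDTA pH 7.5, 0.01% Tween-20 was preincubated 15 min at room temperature with compound, then given ThioGlo1 (50uM), H3(1-25) peptide (75uM) and acetyl-CoA (70uM); CoA-thiol fluorescence (Ex340/Em540) was read at 0 and 20 min.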
* = called active by the depositor; & = joins results of further samples. Calls follow the shape of the dose curve; as a rule, active = well fitted curve in the direction sought with a large enough effect; inconclusive = small, poorly fitted or top-dose-only effect, or another doubt; inactive = no such curve, though single readings can be large; an effect the other way counts as inactive or inconclusive. Unless noted, % is scaled to controls: 0 for no effect and ±100 for the full control effect; potency is read from the fitted curve at half-maximal effect.

`O=C(NC1CCCCC1)N(C1=NCCCCC1)c1ccc(Br)cc1` gave N370S GC mod -7%, FEN1 inhibitor 2% and GCN5L2 inh 9%.
`CCOC(=O)c1ccc(CC(=O)c2ccc(O)cc2O)o1` gave N370S GC mod -1%, FEN1 inhibitor -1% and GCN5L2 inh -6%.
Screening CC1CCC(NC(=O)c2nn(C)c3c2CS(=O)(=O)c2ccccc2-3)CC1 (stereo not given) returned N370S GC mod 17%, FEN1 inhibitor 23% and GCN5L2 inh -20%.
CC(O)C(O)C(O)C(O)/C=N/NC(=O)c1ccccc1 (stereo not given) was read as N370S GC mod 10%, FEN1 inhibitor 1% and GCN5L2 inh 3%.
O=C(NC1CC(=O)N(c2ccccc2)C1)C(=O)c1c[nH]c2ccccc12 (stereo not given) was read as N370S GC mod -10%, FEN1 inhibitor 2% and GCN5L2 inh 1%.
C=CCOc1ccc(/C=N/N2C(=O)C(CC(=O)Nc3ccc(F)cc3F)SC2=NC)cc1 (stereo not given) was read as N370S GC mod 16%, FEN1 inhibitor -7% and GCN5L2 inh 4%.
For CS(=O)(=O)N(Cc1ccc(Cl)cc1)c1ccc(C(=O)NCCSc2ccccn2)cc1 the results were N370S GC mod 1%, FEN1 inhibitor 10% and GCN5L2 inh 5%.
O=C(CNC(=O)Cc1ccc(Cl)cc1)NCC(=O)N1CCCCC1 was read as N370S GC mod -1%, FEN1 inhibitor 23% and GCN5L2 inh -16%.
`CCOc1ccc(C(=O)NCC(=O)OCc2ccc(F)cc2Cl)cc1` gave N370S GC mod 5%, FEN1 inhibitor 23% and GCN5L2 inh 25%.
Screening Cc1cccc(-c2noc(CCCC(=O)Nc3ccc(C(N)=O)cc3)n2)c1 returned N370S GC mod 6%, FEN1 inhibitor -14% and GCN5L2 inh 3%.
Screening CCN1/C(=C/C(C)=C/c2sc3ccccc3[n+]2CC)Sc2ccccc21 returned N370S GC mod -14%, FEN1 inhibitor 7.1µM* and GCN5L2 inh -6%.
Screening Cc1ccccc1S(=O)Cc1ccc(C(=O)NC2CCN(Cc3ccccc3)CC2)o1 (stereo not given) returned N370S GC mod -6%, FEN1 inhibitor 18% and GCN5L2 inh -23%.
For CCOC(=O)c1[nH]c2ccc(Br)cc2c1NC(=O)CCN1CCOCC1 the results were N370S GC mod -2%, FEN1 inhibitor 17% and GCN5L2 inh -19%.
Screening CCN(c1ccccc1)S(=O)(=O)c1cc(CN2C(=O)c3cccnc3C2=O)ccc1OC returned N370S GC mod 0%, FEN1 inhibitor 22% and GCN5L2 inh 1%.
For CCC(=O)Nc1ccc2c(c1)nc(CCN1CCC(C)CC1)n2C the results were N370S GC mod -7%, FEN1 inhibitor 19% and GCN5L2 inh 2%.
For CSc1ccc(OCC(=O)Nc2ccc(N3CCOCC3)c(Cl)c2)cc1 the results were N370S GC mod -5%, FEN1 inhibitor -23% and GCN5L2 inh -23%.
`CC1C(=O)Nc2ccccc2N1C(=O)C1CC1` (stereo not given) gave N370S GC mod 5%, FEN1 inhibitor 8% and GCN5L2 inh 0%.
`COc1ccc(OC)c(CCNC(=O)c2sc3nc4n(c(=O)c3c2C)CCCC4)c1` gave FEN1 inhibitor 1% and GCN5L2 inh 3%.
Screening COC(=O)c1cc(Cl)c(NC(=O)/C=C/c2ccc(OC)cc2)cc1OC returned N370S GC mod -2%, FEN1 inhibitor -4% and GCN5L2 inh -5%.
Screening O=C(/C=C/N1CCOCC1)c1cc2ccccc2o1 returned N370S GC mod -5%, FEN1 inhibitor 11% and GCN5L2 inh -1%.
Screening FC(F)(F)c1cccc(Cc2noc(CN3CCC(c4ccncc4)CC3)n2)c1 returned N370S GC mod 15%, FEN1 inhibitor -19% and GCN5L2 inh 4%.
c1cncc(Oc2cccc(Oc3cccnc3)c2)c1 was read as N370S GC mod -3%, FEN1 inhibitor -2% and GCN5L2 inh -3%.
For O=C(CC(=O)N/N=C/c1ccccc1O)NCc1cccnc1 the results were N370S GC mod 7%, FEN1 inhibitor 0% and GCN5L2 inh -24%.
For CSc1ncc(Cl)c(C(=O)Nc2ccc(S(=O)(=O)N3CCCC(C)C3)cc2)n1 (stereo not given) the results were FEN1 inhibitor 8% and GCN5L2 inh -3%.
`O=C(/C=C/c1ccc2c(c1)OCO2)Nc1c(C(=O)O)[nH]c2ccccc12` gave N370S GC mod 1%, FEN1 inhibitor -1% and GCN5L2 inh -2%.
Screening Cc1ccc(C(=O)N/C(=C/c2ccc(-c3cccc([N+](=O)[O-])c3)o2)C(=O)NC(C)(C)C)cc1 returned N370S GC mod 1%, FEN1 inhibitor 21% and GCN5L2 inh 1%.
CCc1nc(NCCO)c(C#N)c2c1CCCC2 was read as N370S GC mod -5%, FEN1 inhibitor -9% and GCN5L2 inh -1%.
CCOC(=O)CNc1nc(-c2ccncc2)nc2ccccc12 was read as N370S GC mod 13%, FEN1 inhibitor 1% and GCN5L2 inh 1%.
For COc1cccc(-n2c(C)c(C(C)=O)c(C(C)=O)c2C)c1 the results were N370S GC mod 2%, FEN1 inhibitor -3% and GCN5L2 inh -2%.
`CCn1cc(C(=O)O)c(=O)c2cc(F)c(N3CCN(C(=S)NC(=O)c4c(OC)cccc4OC)CC3)cc21` gave N370S GC mod -3%, FEN1 inhibitor -8% and GCN5L2 inh -1%.
`COc1ccc(NC(=S)SC)cc1OC` gave N370S GC mod 6%, FEN1 inhibitor 4% and GCN5L2 inh 16%.
`COCCN(Cc1ccccc1)C(=O)c1cccc(S(=O)(=O)N2CCCc3ccccc32)c1` gave FEN1 inhibitor 1% and GCN5L2 inh -7%.
For COC(=O)c1ccccc1NC(=S)N1CCN(c2ccccc2)CC1 the results were N370S GC mod 4%, FEN1 inhibitor -23% and GCN5L2 inh -2%.
Screening COc1ccc(NC(=O)c2c(NCc3cccs3)sc3c2CCCCC3)c(OC)c1 returned FEN1 inhibitor -29% and GCN5L2 inh -12%.
Screening CN(Cc1ccc(Cl)s1)C(=O)CNC(=O)CNC(=O)c1ccc(Cl)cc1Cl returned FEN1 inhibitor 4% and GCN5L2 inh -4%.
For Cc1ccc(Cl)cc1NC(=O)CN1C(=O)c2cccc3cccc1c23 the results were FEN1 inhibitor -13% and GCN5L2 inh -1%.
Screening CCN1C(C(=O)c2ccccc2)=C(OC(=O)COc2ccccc2)c2ccccc2S1(=O)=O returned FEN1 inhibitor -13% and GCN5L2 inh -12%.
Screening CCOC(=O)C1(CC2CCCCO2)CCN(C(=O)Nc2ccccc2SC)CC1 (stereo not given) returned N370S GC mod 9%, FEN1 inhibitor -16% and GCN5L2 inh 0%.
`CCn1ncc(Br)c1C(=O)Nc1sc2c(c1C(N)=O)CCC2` gave N370S GC mod 14%, FEN1 inhibitor -2% and GCN5L2 inh 8%.
`COCCN(CCOC)S(=O)(=O)c1ccc(C(=O)Nc2nc(C)c(C(C)=O)s2)cc1` gave N370S GC mod -5%, FEN1 inhibitor 1% and GCN5L2 inh -6%.

Next part; the last four above are carried over.
Screening CCN1C(C(=O)c2ccccc2)=C(OC(=O)COc2ccccc2)c2ccccc2S1(=O)=O returned FEN1 inhibitor -13% and GCN5L2 inh -12%.
Screening CCOC(=O)C1(CC2CCCCO2)CCN(C(=O)Nc2ccccc2SC)CC1 (stereo not given) returned N370S GC mod 9%, FEN1 inhibitor -16% and GCN5L2 inh 0%.
`CCn1ncc(Br)c1C(=O)Nc1sc2c(c1C(N)=O)CCC2` gave N370S GC mod 14%, FEN1 inhibitor -2% and GCN5L2 inh 8%.
`COCCN(CCOC)S(=O)(=O)c1ccc(C(=O)Nc2nc(C)c(C(C)=O)s2)cc1` gave N370S GC mod -5%, FEN1 inhibitor 1% and GCN5L2 inh -6%.
CC1(C)CC2CC(C)(CN2S(=O)(=O)c2ccc(C(=O)Nc3cccc(S(=O)(=O)N4CCOCC4)c3)cc2)C1 (stereo not given) was read as N370S GC mod 28%, FEN1 inhibitor 1% and GCN5L2 inh -5%.
O=C1c2cc(N3CCCC3)c([N+](=O)[O-])cc2C(=O)N1c1ccccc1 was read as N370S GC mod 5%, FEN1 inhibitor -6% and GCN5L2 inh 4%.
Screening COc1ccc(C2C(C#N)=C(N)OC(C(C)(C)C)=C2C#N)cc1OC (stereo not given) returned N370S GC mod 12%, FEN1 inhibitor 14% and GCN5L2 inh -12%.
`CC(=O)Nc1ccc(C(=S)NCCCO)cc1` gave N370S GC mod 0%, FEN1 inhibitor 5% and GCN5L2 inh -1%.
COc1ccc(OCCOc2ccc(/C=C3\C(=N)N4N=C(C)SC4=NC3=O)cc2)cc1 was read as FEN1 inhibitor -7% and GCN5L2 inh -3%.
`O=C(CCn1cncn1)N1CCCC(N2CCN(c3ccc(F)cc3)CC2)C1` (stereo not given) gave N370S GC mod 0%, FEN1 inhibitor -5% and GCN5L2 inh 0%.
For CCOC(=O)c1c(-c2ccccc2)oc2ccc(OCC(=O)O)cc12 the results were N370S GC mod 12%, FEN1 inhibitor -6% and GCN5L2 inh -21%.
Screening Cc1ccc(CN(C)C(=O)c2ccc(S(=O)(=O)N3CCCCCC3)cc2)o1 returned N370S GC mod 3%, FEN1 inhibitor 11% and GCN5L2 inh -18%.
Cc1c(NC(=O)C2CCN(S(=O)(=O)c3cccs3)CC2)c(=O)n(-c2ccccc2)n1C was read as N370S GC mod -1%, FEN1 inhibitor 8% and GCN5L2 inh 3%.
For CCN(CC(=O)Nc1c(F)cccc1F)C(=O)c1cccc(-n2cccc2)c1 the results were N370S GC mod -4%, FEN1 inhibitor -23% and GCN5L2 inh -27%.

3 compounds from above, arranged by heavy-atom count, rising.
Screening COc1ccc(C2C(C#N)=C(N)OC(C(C)(C)C)=C2C#N)cc1OC (stereo not given) returned N370S GC mod 12%, FEN1 inhibitor 14% and GCN5L2 inh -12%.
`O=C(CCn1cncn1)N1CCCC(N2CCN(c3ccc(F)cc3)CC2)C1` (stereo not given) gave N370S GC mod 0%, FEN1 inhibitor -5% and GCN5L2 inh 0%.
Cc1c(NC(=O)C2CCN(S(=O)(=O)c3cccs3)CC2)c(=O)n(-c2ccccc2)n1C was read as N370S GC mod -1%, FEN1 inhibitor 8% and GCN5L2 inh 3%.

Further records.
BrC(=C\c1ccccc1)/C=N/Nc1nc(N2CCOCC2)nc(N2CCOCC2)n1 was read as N370S GC mod 2%, FEN1 inhibitor -3% and GCN5L2 inh -4%.
Cn1nccc1CNC(=O)c1ccnn1C was read as N370S GC mod 8%, FEN1 inhibitor -4% and GCN5L2 inh -1%.
O=C(COC(=O)c1cccnc1SCC(=O)NCc1ccccc1)NCc1ccccc1 was read as N370S GC mod -3%, FEN1 inhibitor -2% and GCN5L2 inh -8%.
Screening COc1ccc(-c2nc(C)c(C(C)=O)n2O)cc1OC returned N370S GC mod -1%, FEN1 inhibitor -2% and GCN5L2 inh -2%.
Screening CN(Cc1ccon1)C(=O)CC1C(=O)NCCN1Cc1ccc(Cl)c(F)c1 (stereo not given) returned N370S GC mod -3%, FEN1 inhibitor 3% and GCN5L2 inh -7%.
COc1ccc(/C=C/C(=O)Oc2cccc(/C=N/NC(=O)COc3c(C)cccc3C)c2)cc1 was read as N370S GC mod 6%, FEN1 inhibitor -3% and GCN5L2 inh -1%.
For O=S(=O)(NCc1ccccc1)c1ccc(-c2cnc(C3CC3)o2)cc1 the results were N370S GC mod 5%, FEN1 inhibitor 4%&-7% and GCN5L2 inh -18%&-8%.
Cc1cccc(OCCn2c(=O)n(C)c3ccccc32)c1 was read as N370S GC mod 4%, FEN1 inhibitor 17% and GCN5L2 inh 0%.
For COC(=O)N1CCC[C@@]2(CCN(C(=O)Nc3cccc(C#N)c3)C2)C1 the results were N370S GC mod 20% and GCN5L2 inh -7%.
COc1ccc(N2CCN(C(=O)c3cccnc3SCc3cccc(Br)c3)CC2)cc1 was read as N370S GC mod 10%, FEN1 inhibitor -15% and GCN5L2 inh -4%.
For Cc1ccc(NC(=O)CSc2nc(N)c3cc4c(nc3n2)CCCC4)cc1 the results were N370S GC mod -19%, FEN1 inhibitor -2% and GCN5L2 inh 1%.
For COc1ccccc1CNC(=O)c1ccc(-n2c(C)cc3c2CCCC3)cc1 the results were FEN1 inhibitor -4% and GCN5L2 inh 1%.
COc1cc(C2c3cc4c(cc3C(O)[C@H]3COC(=O)C23)OCO4)cc(OC)c1OC (stereo not given in full) was read as N370S GC mod -12%&-6% and GCN5L2 inh -9%&4%.
COc1ncc2nc(-c3ccccc3)c(=O)n(CCC#N)c2n1 was read as N370S GC mod 29% and GCN5L2 inh -12%.
CN(CCNC(=O)c1cc2c(=O)n(C)c3ccccc3c2n1C)Cc1ccccc1 was read as N370S GC mod -7%, FEN1 inhibitor inconclusive and GCN5L2 inh -14%.
`O=C(c1cccc([N+](=O)[O-])c1)c1ccc2c(c1)C(=O)N(c1c[nH]c(=O)[nH]c1=O)C2=O` gave N370S GC mod -23% and GCN5L2 inh 3%.
For CC1CCN(S(=O)(=O)c2cc(C(=O)NCCc3ccccc3)n(C)c2)CC1 the results were FEN1 inhibitor 6% and GCN5L2 inh -2%.

Source: PubChem

Only part of the results is shown; rates above refer to the full screens.
